Assay outcomes (PubChem BioAssay)
Apoferritin bind = qHTS Assay for Identification of Novel General Anesthetics | Ferritin light chain (Equus caballus), P02791 | apoferritin/1-aminoanthracene competitive binding, fluorescence | Potency, µM (top dose mostly 77.5 µM), for inactives: top-dose activity change, negative = displacement, hits mostly inhibitors | actives 0.074% (n = 350,000); also: potency is read from the fitted curve at half-maximal effect; % is scaled to controls: 0 for no effect and ±100 for the full control effect; nearly all actives have a fitted effect of over 20% in size
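In PBS, apoferritin at 10 uM is loaded with 1-AMA from a 50% saturated solution. After 10 min of compound exposure at ambient temperature, reduced 535 nm fluorescence indicates probe displacement.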
TRHR agonist = qHTS for Small Molecule Agonists and Allosteric Enhancers of Human TRH Receptor: Primary Screen for Agonists; actives 0.18% (n = 360,000); activation, % at 2 µM; TRHR cells, calcium flux fluo-8, FDSS agonist mode; in the data active = activation above about 30%; also: 0% is about no effect
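In this calcium-flux screen, cells bearing human TRHR are dye-loaded with fluo-8, baselined for 10 cycles, then exposed to library compounds; positive kinetic calcium responses during the agonist phase mark hits, with TRH as control.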
D1 antag = Antagonist of Human D 1 Dopamine Receptor: qHTS | D(1A) dopamine receptor (Homo sapiens), P21728 | HEK293 TREx D1 cells, calcium flux, dopamine EC80; active compounds read low | activity change, negative = inhibition, % at 10 µM | actives 3.2% (n = 360,000) | AID 504652, 2011; in the data active = activity change below about -30%; also: % is scaled to controls: 0 for no effect and ±100 for the full control effect
Target sequence (P21728 whole entry, looked up): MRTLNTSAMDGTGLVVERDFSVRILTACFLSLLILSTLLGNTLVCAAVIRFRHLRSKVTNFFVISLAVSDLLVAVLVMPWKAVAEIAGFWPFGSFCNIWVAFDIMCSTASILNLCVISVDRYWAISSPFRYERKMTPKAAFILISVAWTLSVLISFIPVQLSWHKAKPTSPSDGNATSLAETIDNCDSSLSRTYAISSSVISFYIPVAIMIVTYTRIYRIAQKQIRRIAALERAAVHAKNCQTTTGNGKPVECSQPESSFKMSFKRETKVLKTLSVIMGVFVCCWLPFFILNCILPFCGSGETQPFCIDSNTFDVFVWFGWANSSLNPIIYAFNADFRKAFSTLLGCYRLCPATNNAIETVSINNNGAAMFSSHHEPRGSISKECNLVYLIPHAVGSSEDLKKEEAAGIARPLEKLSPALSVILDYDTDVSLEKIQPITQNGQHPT
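Kinetic fluorescence of a calcium dye serves as the read-out. D1-expressing Hek293 Trex cells, induced overnight at 30 C, are exposed to compound for 180 s before an EC80 dopamine addition, then read 180 s further.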
RXFP1 agonist = qHTS Assay for Agonists of the Relaxin Receptor RXFP1 | Relaxin receptor 1 (Homo sapiens), Q9HBX9 | Potency, µM (series often up to 57.5 µM), for inactives: at the highest dose activation, usual class: activators | HEK293T-RXFP1 cAMP TR-FRET, 30 min; response scale: percent of porcine relaxin response, buffer zero | AID 2676, 2010 | actives 0.3% (n = 370,000); also: potency is read from the fitted curve at half-maximal effect; % is scaled to controls: 0 for no effect and ±100 for the full control effect; nearly all actives have a fitted effect of over 60% in size; many of its hits are not listed in these tables
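cAMP rise read by TR-FRET after 30 min, 37C compound exposure (up to 58 uM) in RXFP1-transfected HEK293 cells with Ro 20174 present. EC50 from Hill-equation fits, with 29 nM porcine relaxin as 100% and buffer as basal.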
D1 agonist = Allosteric Agonists of the Human D1 Dopamine Receptor: qHTS; HEK293 T-REx D1 cells, calcium flux, agonist mode; activation, % at 2 µM; actives 1% (n = 360,000); AID 504660, 2011; in the data active = activation above about 30%; also: 0% is about no effect
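Tetracycline-induced HEK293 TREx D1 cells, force-coupled to calcium signalling, were dye-loaded with a no-wash calcium kit. Compound was pin-added after a 10 s baseline. Fluorescence was read kinetically at 1 cycle/s for 180 s, with calcium rises flagged as agonism.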
D2 potentiator = HTS Assay for Positive Allosteric Modulators of the Human D2 Dopamine Receptor: Primary Screen for Potentiators. potentiation, % at 10 µM. actives 0.34% (n = 340,000). HEK293 T-REx D2, calcium flux, EC20 dopamine potentiation. AID 485347, 2010. D(2) dopamine receptor (Homo sapiens), P14416;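 active = potentiation over 3 SD above the plate norm, cut at about 30% in these data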; also: 0% is about no effect
Target sequence (P14416 whole entry, looked up): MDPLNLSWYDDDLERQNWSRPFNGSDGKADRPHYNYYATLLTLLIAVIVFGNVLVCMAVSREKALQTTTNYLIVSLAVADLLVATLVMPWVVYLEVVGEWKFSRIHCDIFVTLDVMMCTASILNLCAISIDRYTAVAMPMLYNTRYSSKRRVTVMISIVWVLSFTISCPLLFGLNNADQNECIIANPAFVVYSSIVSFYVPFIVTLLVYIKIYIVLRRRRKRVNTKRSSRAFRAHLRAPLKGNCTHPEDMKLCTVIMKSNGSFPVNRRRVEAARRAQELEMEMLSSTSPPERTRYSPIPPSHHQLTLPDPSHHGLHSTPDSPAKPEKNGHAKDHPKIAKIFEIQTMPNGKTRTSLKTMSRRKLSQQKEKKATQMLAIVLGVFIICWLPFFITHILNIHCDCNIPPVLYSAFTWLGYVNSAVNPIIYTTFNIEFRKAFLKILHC
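Potentiation of an EC20 dopamine calcium response measured kinetically over 180 s, after a preceding 180 s compound-only read flagging agonists. Cells: inducible Hek293 Trex D2 line, 4000/well, cultured overnight at 30 C before dye loading.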
TRHR enhancer = qHTS for Small Molecule Agonists and Allosteric Enhancers of Human TRH Receptor: Primary Screen for Enhancers; TRHR cells, fluo-8 calcium fluorescence, EC20 TRH enhancement; enhancement, % at 2 µM; actives 0.66% (n = 360,000); in the data active = enhancement above about 30%; also: 0% is about no effect
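TRHR-expressing cells loaded with fluo-8 calcium dye were read kinetically (ex 480/em 530) during compound addition, then stimulated with an EC20 of TRH (10 nM final). Enhancement of the Gq-mediated intracellular calcium response was scored.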
D1 potentiator = Potentiators of Human D1 Dopamine Receptor: qHTS; D(1A) dopamine receptor (Homo sapiens), P21728; HEK293 TREx D1 cells, calcium flux, dopamine EC20 potentiation; potentiation, % at 10 µM; actives 0.036% (n = 360,000); in the data active = potentiation above about 30%; also: 0% is about no effect
RXFP1 antag = qHTS Assay for Antagonists of the Relaxin Receptor RXFP1 | HEK293-RXFP1, relaxin-stimulated cAMP HTRF, 30 min; active compounds read low | activity change, negative = inhibition, % at 57.5 µM | actives 0.59% (n = 350,000) | AID 1259400, 2018;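 active = activity change of -60% or lower, but not beyond a set lower limit; inconclusive = change between -60% and -40%, or beyond the set limit; inactive = change above -40%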; also: % is scaled to controls: 0 for no effect and ±100 for the full control effect
Starred values were filed as active, the others as inactive; ? = inconclusive; . = not tested or not shown; [ ] = remark or other dose. Unless noted, calls follow the shape of the dose curve; as a rule, active = well fitted curve in the direction sought with a large enough effect; inconclusive = small, poorly fitted or top-dose-only effect, or another doubt; inactive = no such curve, though single readings can be large; an effect the other way counts as inactive or inconclusive. Not all compounds are listed; rates above refer to the full screens.

D1 agonist	D1 potentiator	TRHR agonist	RXFP1 antag	D2 potentiator	D1 antag	TRHR enhancer	Apoferritin bind	RXFP1 agonist	Structure
-2	-1	-0.3	1	0	.	-1	-3%	-4.2%	CN(C(=O)COC(=O)CNC(=O)c1ccccc1Cl)c1ccccc1
1	-2	0.0	-98*	11	18	1	?	-3.8%	CCc1sc(C(C2C(=O)CC(C)(C)CC2=O)C2C(=O)CC(C)(C)CC2=O)cc1[N+](=O)[O-]
1	-5	-0.2	11	3	-2	-3	-7%	3.5%	O=C(Nc1cccn2ncnc12)c1cccc(C(F)(F)F)c1
2	2	1.1	1	-6	-1	-5	-13%	2.8%	Cc1cc(Nc2nnnn2-c2ccccc2)n(-c2ccccc2)n1
0	0	-0.2	7	9	7	-4	-1%	0.5%	CN1CCN(C(=O)CN(C)S(=O)(=O)c2ccc3ccccc3c2)CC1
3	-3	-0.4	-7	-3	-12	-3	5%	4.6%	O=C(NCCc1ccccc1Cl)c1cc2ccccn2n1
4	-2	0.1	-1	-1	-4	-4	6%	3.4%	CC1CCCC(NC(=O)COC(=O)c2cc(S(=O)(=O)N3CCCCC3)ccc2N2CCOCC2)C1C (configuration not stated)
3	-3	-0.2	5	4	-42*	2	-4%	-0.4%	CCCCn1c2nc3ccccc3nc2c2c(=O)n(CCC(C)C)cnc21
2	-2	0.6	-7	-17	20	-3	-11%	-1.5%	CC1CCN(CCCNC(=O)COc2cc(=O)n(C)c3ccccc23)CC1
-1	-4	-0.2	-2	1	-25	-3	-14%	0.3%	CC(=O)Nc1ccc(NC(=O)C(C)O/N=C/c2cccc([N+](=O)[O-])c2)cc1 (configuration not stated)
1	0	2.2	5	2	-8	-7	-6%	0.4%	O=C(Cn1c(=O)sc2ccccc21)N1CCOCC1
10	3	0.4	-1	-15	-12	-4	0%	2.2%	COc1cccc(C(=O)Nc2ccc(Cl)c(C(F)(F)F)c2)c1
-1	-2	0.1	1	.	11	-1	-2%	-2.9%	Cc1cc(C)cc(NC(=O)COC(=O)CCCC2=NS(=O)(=O)c3ccccc3N2)c1
1	2	-0.5	-3	-2	-10	-2	-2%	0.4%	Cc1oc2c(C)c3oc(=O)c(CC(=O)N4CCCCC4)c(C)c3cc2c1C
-1	-2	-0.5	8	14	-9	-5	-14%	1.4%	O=C(c1ccccc1-c1ccccc1)N1CCCCC1
-1	2	-0.4	-19	7	-9	12	-23%	-0.3%	Cc1cc(C)n(-c2nc3ccccc3c(=O)n2OCc2ccc(F)cc2)n1
5	2	-0.5	-4	-7	3	4	-3%	7.0%	CCOC(=O)c1c(-c2ccccc2)oc2ccc(NS(=O)(=O)c3cc(C)c(C)cc3C)cc12
-1	-5	0.1	1	-1	-8	-1	-20%	-2.3%	Cc1cc(NC(=O)CCS(=O)(=O)c2ccc3c(c2)NC(=O)C(C)S3)ccc1Br (configuration not stated)
2	-3	0.2	1	22	0	-3	-1%	14%	Cn1nc(C(=O)Nc2ccc(S(=O)(=O)Nc3ncccn3)cc2)ccc1=O
1	-9	0.5	-10	4	-12	-1	1%	-6.5%	CCN(CC)CCCNC(=O)c1cc(Nc2ccc(OC)cc2OC)nc2ccccc12

Quoted from the listing.
Result for Cc1cc(C)n(-c2nc3ccccc3c(=O)n2OCc2ccc(F)cc2)n1 under D2 potentiator: 7
Result for CC1CCN(CCCNC(=O)COc2cc(=O)n(C)c3ccccc23)CC1 under Apoferritin bind: -11%

(next part)
D1 agonist	D1 potentiator	TRHR agonist	RXFP1 antag	D2 potentiator	D1 antag	TRHR enhancer	Apoferritin bind	RXFP1 agonist	Structure
1	-7	-0.7	2	-3	-5	3	-6%	-1.0%	Cc1csc(NC(=O)CN2C(=O)C3CC=CCC3C2=O)n1 (configuration not stated)
0	2	0.0	-23	17	2	4	?	0.0%	O=C(NN1C(=O)/C(=C/c2cccnc2)SC1=S)C(c1ccccc1)c1ccccc1
5	-5	0.9	-1	-1	11	4	-10%	-0.1%	O=C(O)C1CCC(N2C(=O)C3CCCCC3C2=O)CC1 (configuration not stated)
2	4	-0.8	-12	11	3	0	.	1.5%	Cc1ccc(C)c(NC(=O)COC(=O)Cn2c(C)csc2=O)c1
4	-10	-0.4	-19	-1	14	2	.	1.4%	O=C(Nc1cc2c3c(c1)CC(=O)N3CCC2)c1ccc(Br)o1
6	-5	0.0	-4	4	3	2	-6%	1.6%	COc1ccccc1N1CCN(S(=O)(=O)c2cc3c(cc2C)NC(=O)CO3)CC1
2	-9	0.3	-14	-3	6	5	71%[activator]	-1.7%	O=C(N/N=C/c1c[nH]c2ccccc12)c1cc(-c2ccc(-c3ccccc3)cc2)n[nH]1
1	-13	0.6	-9	0	-4	-11	-16%	3.2%	CC1(C)Cc2c(cnn2-c2ccccc2)C(NC(=O)CCCn2cncn2)C1 (configuration not stated)
3	-2	0.6	-12	-5	1	-5	.	2.6%	CN(CC(=O)Nc1c(Cl)cccc1Cl)C(=O)c1cc(S(=O)(=O)N(C)C)ccc1N1CCCC1
1	-5	0.0	-17	0	-1	-1	-10%	2.8%	O=C(/C=C/c1ccccc1)Oc1ccc(C(=S)N2CCOCC2)cc1
4	1	0.0	-2	-1	2	-2	?	-0.4%	S=C(Nc1ccc(N2CCOCC2)cc1)Nc1ccc2snnc2c1
5	-6	0.4	-11	12	-4	6	-17%	6.4%	C=CCn1cc(C(=O)OC)c(=O)c2cc(S(=O)(=O)N(CC)CC)ccc21
11	1	2.2	7	.	11	-5	0%	-0.9%	CC1CC1c1ccc(/C=C(\C#N)C(=O)Nc2ccc(Cl)cc2Cl)o1 (configuration not stated)
2	-3	0.5	4	-12	-3	-6	-8%	0.1%	O=C(NCCc1ccccc1)c1cc(=O)c2ccccc2o1
3	0	-0.3	-17	-1	-9	-7	-1%	-0.2%	CC(C)c1ccc(N(CC(=O)NCc2cccnc2)S(=O)(=O)c2ccccc2)cc1
3	3	-0.2	1	10	-17	1	-7%	0.3%	CCOC(=O)CNC(=O)N1CCCC(N(C)CCc2ccccc2)C1 (configuration not stated)
-1	-3	0.3	-9	1	-4	6	?	0.0%	Cc1nc2ccccc2c2oc(C(=O)Nc3ccc(C(C)C)cc3)cc12
3	-3	-0.4	8	9	7	11	-4%	20%	CN(C)CCCN(C(=O)c1sc2ccccc2c1Cl)c1nc2c(F)cccc2s1
6	-6	0.3	-19	-3	1	3	?	1.7%	N#CCCNS(=O)(=O)c1ccc(C(=O)OCC2CCCCC2)cc1
0	-5	-1.6	-14	19	25	7	-10%	?	CCN(C(=O)c1ccco1)c1nnc(-c2ccc(OC)cc2)s1

Structures from the list above containing a nitro group on carbon (2):
D1 agonist	D1 potentiator	TRHR agonist	RXFP1 antag	D2 potentiator	D1 antag	TRHR enhancer	Apoferritin bind	RXFP1 agonist	Structure
1	-2	0.0	-98*	11	18	1	?	-3.8%	CCc1sc(C(C2C(=O)CC(C)(C)CC2=O)C2C(=O)CC(C)(C)CC2=O)cc1[N+](=O)[O-]
-1	-4	-0.2	-2	1	-25	-3	-14%	0.3%	CC(=O)Nc1ccc(NC(=O)C(C)O/N=C/c2cccc([N+](=O)[O-])c2)cc1 (configuration not stated)

Carrying on:
D1 agonist	D1 potentiator	TRHR agonist	RXFP1 antag	D2 potentiator	D1 antag	TRHR enhancer	Apoferritin bind	RXFP1 agonist	Structure
1	-4	0.6	-3	-10	-2	-4	.	0.2%	COc1ccc2oc(C(=O)OCC(=O)N(C)CC(=O)Nc3ccc(C)cc3)c(C)c2c1
1	3	-0.6	8	-23	0	1	-11%	19%	COc1cc2[nH]c(=S)nc(NCCCOC(C)C)c2cc1OC
10	-1	-0.9	-14	3	-3	-5	-11%	-0.8%	CCCCCCc1ccc(OCC(=O)OC)cc1OCC(=O)OC
1	3	0.1	1	4	3	-4	?	1.4%	CCN(Cc1cc2ccccc2[nH]c1=O)C(=O)C(C)C
6	-2	0.4	-3	-18	2	-2	2%	0.0%	CCOC(=O)C1(Cc2ccccc2C(F)(F)F)CCN(C2CCC2)CC1
6	.	0.1	2	-5	-16	7	.	-0.1%	Cc1cccc(NC(=O)CN2CCN(C(=O)c3ccc(OCc4cn5ccccc5n4)cc3)CC2)c1C
1	-4	-0.1	-12	.	21	8	.	0.9%	Nc1cc(N)nc(SCC(=O)NC(=O)NC2CCCC2)n1
2	4	-0.2	.	-13	2	-3	-2%	-0.9%	O=C(O)C[C@@H]1C(=O)O[C@@H]2C(COC(=O)c3cc(O)c(O)c(O)c3)O[C@@H](OC(=O)c3cc(O)c(O)c(O)c3)[C@@H](OC(=O)c3cc(O)c(O)c4c3[C@H]1[C@H](O)C(=O)O4)[C@H]2OC(=O)c1cc(O)c(O)c(O)c1 (some centres not stated)
3	-6	0.0	5	-7	-9	3	-8%	5.2%	COC(=O)c1ccc(NS(=O)(=O)c2cc(-c3cc(C)no3)ccc2OC)cc1
2	-4	0.0	-4	-2	-11	4	-11%	?	COc1cc2[nH]c(=S)n(NC(=O)c3ccccc3)c(=O)c2cc1OC
0	0	-0.7	.	-1	3	8	1%	-1.1%	CCOc1ccc(-n2c(SCC(=O)N3CCOCC3)nc3c([nH]c4ccccc43)c2=O)cc1
